Bioassay records: PubChem BioAssay, several laboratories
MT1-MMP act inh – blocks activation of human MT1-MMP; P50281; HT1080 RFP-PRO-GFP cells, GFP/RFP ratio fluorescence, overnight; percent of plate control window, DMSO zero; GFP/RFP ratio change, % at 20 µM; 360,000 compounds, 0.061% hits;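 active means GFP/RFP ratio change of at least 30% with cell ATP level not reduced by more than half and red fluorescence within 50% of control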; further: strong numbers were not always called active
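Test system: HT1080 cells expressing an RFP-PRO-GFP fluorescent reporter construct / Compound dosing: single-point 20 µM compound, 1% DMSO / Schedule: cells overnight before dosing, compound overnight, 37 °C, 5% CO2 / Evaluation: GFP/RFP fluorescence ratio / Control set: DMSO and RFP-L50D-GFP cell wells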
MsrA inh – bovine MsrA inhibition; purified bovine MsrA, absorbance read-out; inhibition, % at 15.5 µM; 360,000 compounds, 0.75% hits; AID 651718; in the data active means inhibition above about 4.5%;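 further: 0% = vehicle wells with enzyme and 100% = reference inhibitor wells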
FAS TE block – FAS thioesterase (human) inhibition; P49327; recombinant FAS-TE, OMFH fluorogenic substrate, fluorescence endpoint; inhibition, % at 15 µM; 360,000 compounds, 0.67% hits; AID 602261;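 active means compounds whose normalised, plate-corrected inhibition of enzyme fluorescence in the single-dose primary screen is 50% or more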;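 further: 0% = DMSO with enzyme and 100% = substrate without enzyme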
eLon inh – E. coli protease La inhibition. P0A9M0. purified E. coli Lon protease, fluorescence polarization. inhibition, % at 7.94 µM. 360,000 compounds, 0.42% hits. AID 602123; in the data active means inhibition above about 13%, passing the limit was not always enough;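 further: 0% = enzyme with probe and DMSO and 100% = no enzyme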
SKN-1 inh – C. elegans SKN-1 inhibition; C. elegans VP596 Pgst-4::GFP/RFP ratio, acrylamide-induced, 24 h; inhibition, % at 21.8 µM; 360,000 compounds, 0.49% hits; AID 624304;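 active means interference check ratio from 0.5 to 1.5 plus GFP to RFP signal ratio inhibition reaching or exceeding a fixed threshold, cut at about 30% in these data, passing the limit was not always enough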; further: some compounds called inactive have numbers as strong as hits
Neddylation inh – cullin neddylation inhibition; P61081+Q13564; TR-FRET cullin neddylation, biochemical; calls only at 25 µM; 360,000 compounds, 0.58% hits; AID 651699; in the data active means inhibition above about 36%
Target sequence (P61081 whole entry, looked up): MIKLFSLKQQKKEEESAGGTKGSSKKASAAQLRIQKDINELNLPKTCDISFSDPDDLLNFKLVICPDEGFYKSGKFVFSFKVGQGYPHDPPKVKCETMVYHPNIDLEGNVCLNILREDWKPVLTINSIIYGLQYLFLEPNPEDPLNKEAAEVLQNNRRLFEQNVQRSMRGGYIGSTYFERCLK
Target sequence (Q13564 whole entry, looked up): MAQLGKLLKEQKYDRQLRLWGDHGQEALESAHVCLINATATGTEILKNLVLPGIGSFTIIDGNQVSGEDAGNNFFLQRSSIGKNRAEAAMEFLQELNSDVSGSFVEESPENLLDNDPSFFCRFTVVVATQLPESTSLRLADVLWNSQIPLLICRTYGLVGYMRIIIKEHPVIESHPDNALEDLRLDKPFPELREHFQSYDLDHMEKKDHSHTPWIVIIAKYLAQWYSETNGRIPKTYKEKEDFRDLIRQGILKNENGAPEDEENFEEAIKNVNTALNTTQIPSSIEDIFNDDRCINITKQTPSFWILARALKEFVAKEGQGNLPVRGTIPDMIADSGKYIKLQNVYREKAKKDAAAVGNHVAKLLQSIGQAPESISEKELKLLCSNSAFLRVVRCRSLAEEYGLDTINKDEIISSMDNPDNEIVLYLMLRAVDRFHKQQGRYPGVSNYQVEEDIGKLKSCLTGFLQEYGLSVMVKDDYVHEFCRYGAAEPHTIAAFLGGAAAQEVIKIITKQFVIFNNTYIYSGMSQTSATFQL
Rin1 Abl inh – inhibitors of human Rin1-Abl protein interaction; TR-FRET Rin1/Abl binding, biochemical; inhibition, % at 7.35 µM; 360,000 compounds, 0.4% hits; in the data active means inhibition above about 5%, passing the limit was not always enough
CendR NRP1 mod – NRP-1/CendR interaction modulation; FAM-RPARPAR peptide binding to NRP-1, fluorescence polarization; inhibition, % at 25 µM; 360,000 compounds, 0.85% hits; AID 602438;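 active means inhibition or corrected inhibition above about 18%, plus a signal ratio from 0.5 to 1.5, limit read from the data, passing the limit was not always enough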; further: strong numbers were not always called active
bovine MsrA act – bovine methionine sulfoxide reductase A activation. purified bovine MsrA, absorbance read-out. activation, % at 10.6 µM. 360,000 compounds, 0.3% hits. AID 602163; in the data active means activation above about 7.5%;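 further: 0% = vehicle and 100% = reference activator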
* = called active by the depositor; i = inactive; nt = not tested or not shown; + = active, no number.

#	Molecule	MT1-MMP act inh	MsrA inh	FAS TE block	eLon inh	SKN-1 inh
1	CCOc1cc(C(=O)NC(C)CC)cc(OCC)c1OCC (stereo not drawn)	2	0.1	0	1	-14
2	CSc1nc2nc3c(cn2n1)C(=O)CC(c1ccccc1)C3 (stereo not drawn)	-7	-0.1	9	1	12
3	COc1cccc(CNC(=O)c2c[nH]n3c(=O)c(Cl)c(C)nc23)c1	-1	0.5	-7	3	8
4	CCOC(=O)N1CCC(N2Cc3cccc(C(=O)Nc4cc(F)ccc4F)c3C2=O)CC1	-24	-1.6	36	9	3
5	O=C(Nc1ccc2c(c1)OCO2)N1CCN(c2cccc(C(F)(F)F)c2)CC1	6	-1.2	9	-2	6
6	Cc1ccc(S(=O)(=O)C[C@@H]2OC[C@H](CO)N2S(=O)(=O)c2ccc(C)cc2)cc1	-1	0.3	nt	nt	11
7	COc1ccc(/C=N/OC/C(O)=C(\C#N)c2nc3ccccc3[nH]2)cc1OC	1	-0.6	-5	-6	-1
8	COc1ccc(CNC(=O)CCNS(=O)(=O)c2ccc(NC(C)=O)cc2)cc1OC	-1	-0.6	-5	1	0

#	Neddylation inh	Rin1 Abl inh	CendR NRP1 mod	bovine MsrA act
1	i	-3	-3	-2
2	i	4	-6	-4
3	i	-3	4	-4
4	i	-4	8	-1
5	i	5	6	-5
6	i	nt	6	nt
7	i	1	-6	-3
8	i	2	2	-1

The last six compounds of the part before are carried over, then new ones follow:
#	Molecule	MT1-MMP act inh	MsrA inh	FAS TE block	eLon inh	SKN-1 inh
3	COc1cccc(CNC(=O)c2c[nH]n3c(=O)c(Cl)c(C)nc23)c1	-1	0.5	-7	3	8
4	CCOC(=O)N1CCC(N2Cc3cccc(C(=O)Nc4cc(F)ccc4F)c3C2=O)CC1	-24	-1.6	36	9	3
5	O=C(Nc1ccc2c(c1)OCO2)N1CCN(c2cccc(C(F)(F)F)c2)CC1	6	-1.2	9	-2	6
6	Cc1ccc(S(=O)(=O)C[C@@H]2OC[C@H](CO)N2S(=O)(=O)c2ccc(C)cc2)cc1	-1	0.3	nt	nt	11
7	COc1ccc(/C=N/OC/C(O)=C(\C#N)c2nc3ccccc3[nH]2)cc1OC	1	-0.6	-5	-6	-1
8	COc1ccc(CNC(=O)CCNS(=O)(=O)c2ccc(NC(C)=O)cc2)cc1OC	-1	-0.6	-5	1	0
9	COC(=O)c1sccc1NC(=O)CC1C(=O)NCCN1C(=O)c1ccc(F)cc1 (stereo not drawn)	0	0.7	-5	-9	15
10	C=CCSc1nnc(NC(=O)c2ccc3c(c2)OCCO3)s1	-3	0.6	-6	-9	1
11	COc1ccc(C(C(=O)NCc2ccccc2)N(C(=O)c2snc(C(N)=O)c2N)c2ccccc2OC)cc1OC (stereo not drawn)	-3	1.2	4	7	2
12	COc1cccc(/C=N/NC(=O)Cn2cnc3c2c(=O)n(C)c(=O)n3C)c1OC	-2	-0.4	-3	-8	7
13	CCOC(=O)Nc1ccc2c(c1)Nc1ccccc1S2	-8	1.1	27	-11	10
14	Cc1c(-c2ccccc2)oc2c(C(=O)N3CCN(c4ccccc4F)CC3)cccc2c1=O	-12	-0.9	19	-8	7
15	Cc1nn(-c2cc(C)c3ccccc3n2)c2c1CCC2	7	1.0	5	-3	6
16	CCN(CCc1ccccc1)c1ccc2c(c1)C1CC2CCN1C(=O)OCc1ccccc1 (stereo not drawn)	-5	-0.8	16	-9	0

#	Neddylation inh	Rin1 Abl inh	CendR NRP1 mod	bovine MsrA act
3	i	-3	4	-4
4	i	-4	8	-1
5	i	5	6	-5
6	i	nt	6	nt
7	i	1	-6	-3
8	i	2	2	-1
9	i	-2	1	0
10	i	2	6	-1
11	+	2	10	1
12	nt	-1	8	-2
13	i	-3	-27	-3
14	i	3	3	-2
15	i	-1	4	-3
16	i	0	8	2

Additional entries follow.
#	Molecule	MT1-MMP act inh	MsrA inh	FAS TE block	eLon inh	SKN-1 inh
17	CC1CN(C(=O)COC(=O)c2cc([N+](=O)[O-])ccc2Cl)CC(C)O1 (stereo not drawn)	2	-0.7	26	-2	2
18	Cc1ccc2c(c1)COc1c3ccc(C(=O)NCC4CC4)cc3nn1-2	7	0.4	8	-3	11
19	O=C(Nc1nonc1-c1ccc(F)cc1)c1ccco1	3	-0.9	-3	-2	9
20	Cc1ccc(S(=O)(=O)N[C@@H](C)CO)cc1	0	0.2	nt	nt	1
21	CCOc1cccc(OCCOCCn2cnc3ccccc3c2=O)c1	5	-1.0	-10	-11	4
22	CCOc1ccc(C(=O)N2CCC3(CC2)NCCc2[nH]cnc23)cc1OCC	1	1.1	-6	-2	-2
23	CN(C)S(=O)(=O)c1cccc(C(=O)N2CCN(C(=O)C3CCCO3)CC2)c1 (stereo not drawn)	0	1.4	-9	3	4
24	Cc1cc(NC(=O)CCNS(=O)(=O)c2cc(Br)cnc2N)ccc1Br	3	-0.9	48	0	11

#	Neddylation inh	Rin1 Abl inh	CendR NRP1 mod	bovine MsrA act
17	i	0	0	-3
18	+	-3	-4	-5
19	i	1	-6	-9
20	i	nt	0	nt
21	i	4	-9	-10
22	i	-1	0	-10
23	i	-1	6	-2
24	i	-1	-3	-4

Further structures follow:
#	Molecule	MT1-MMP act inh	MsrA inh	FAS TE block	eLon inh	SKN-1 inh
25	COCCCNC(=O)c1csc([C@@H]2C[C@H](O)[C@@H](CO)O2)n1	-1	2.5	-6	-1	-10
26	CCC12CN3CCN(CC(C3)/C1=N\NC(=O)c1ccc(C(C)(C)C)cc1)C2	6	-0.5	-11	1	1
27	CC(C)(C)NC(=O)C(c1ccncc1)n1c(=O)c(-c2ccccc2)nc2ccccc21 (stereo not drawn)	-6	2.9	nt	nt	-3
28	COc1ccc(S(=O)(=O)N(C)CC(=O)NCCC2=CCCCC2)cc1	-6	1.9	-4	0	19
29	CC(C)OC(=O)/C(=C\c1cccc2ccccc12)NC(=O)c1ccccc1	-2	-0.4	23	-9	7
30	CC(C)C(=O)NC(=S)Nc1ccccc1C(=O)Nc1ccccc1	2	0.0	-6	-4	8
31	CC(C)CNC(=O)c1ccccc1NC(=O)Nc1ccccc1	-3	-1.2	-3	2	2
32	CC1CN(C(=O)CCC(=O)NCCCN2C(C)CCCC2C)c2ccccc2O1 (stereo not drawn)	-5	-1.0	-7	-6	5

#	Neddylation inh	Rin1 Abl inh	CendR NRP1 mod	bovine MsrA act
25	i	0	-1	-2
26	i	-3	-6	-3
27	+	nt	3	nt
28	i	2	11	-5
29	i	2	2	-2
30	i	-4	17	-3
31	i	-2	-4	-2
32	i	0	-2	-5

The list continues.
#	Molecule	MT1-MMP act inh	MsrA inh	FAS TE block	eLon inh	SKN-1 inh
33	COc1cccc(Nc2nc(C(N)C(C)C)cs2)n1 (stereo not drawn)	-3	-0.3	-7	-4	2
34	O=c1c2ccccc2nc2n1CCN2Cc1ccc(Cl)cc1	9	nt	8	2	-3
35	Cn1c(=O)c2c(nc(NCC3CCCC(CN)C3)n2Cc2ccc(Cl)cc2Cl)n(C)c1=O (stereo not drawn)	-23	-0.3	-7	4	-5
36	Cn1nc(C(F)(F)F)c(-c2ccccc2)c1N	0	-1.0	-3	-7	7
37	COc1ccc(N2CC(C(=O)NCCS(=O)(=O)N3CCN(c4ccccc4)CC3)CC2=O)cc1 (stereo not drawn)	3	0.0	-10	-3	16
38	CCCCN(C)C(=O)c1cn(-c2cccc(OC)c2)c(=O)c2ccccc12	2	1.8	-5	-5	-4
39	CC(C)(C)NC(=O)C(c1ccncc1)N(C(=O)Cn1nnc(-c2ccc(F)cc2)n1)c1ccc(F)cc1 (stereo not drawn)	-11	-0.9	3	-9	8
40	CNC(=O)CSc1nc(SC)ns1	2	0.5	-7	0	-9

#	Neddylation inh	Rin1 Abl inh	CendR NRP1 mod	bovine MsrA act
33	i	0	3	2
34	nt	3	-9	-9
35	i	0	-4	-11
36	i	-4	10	-1
37	i	-1	7	-3
38	i	3	9	-1
39	i	1	4	-3
40	i	1	11	-2

The list continues:
#	Molecule	MT1-MMP act inh	MsrA inh	FAS TE block	eLon inh	SKN-1 inh
41	C/C=C/c1cccc(-c2nc(C(=O)NC3CCCC3)cc3c2[C@@H](CCO)N(S(=O)C(C)(C)C)C3)c1 (stereo partly drawn)	4	-1.1	-4	-13	11
42	O=C(Nc1ccc(S(=O)(=O)N2CCCCC2)cc1)C1CCCCC1	-1	0.5	4	-5	22
43	Cc1cc(=O)c(C(=O)Nc2cccc(C(=O)NC3CC3)c2)nn1-c1ccccc1	5	0.1	-4	-10	17
44	O=C(COC(=O)c1cccc2c1C(=O)c1ccccc1C2=O)NC1CCCCC1	2	3.1	28	-8	-5
45	Cc1cccn2c(=O)c3cc(C#N)c(=N)n(CCCN4CCOCC4)c3nc12	2	2.7	-4	-3	-12
46	C=CCNC(=S)NNC(=O)c1ccccc1	0	1.0	-10	4	15
47	CC(=O)Nc1nc(NC(=O)/C=C/c2ccccc2)n(-c2ccccc2)n1	5	0.2	-7	0	-6
48	O=C1N=c2ccc(Br)cc2=C1c1sc(=S)n(NS(=O)(=O)c2ccccc2)c1O	4	0.0	-1	3	7

#	Neddylation inh	Rin1 Abl inh	CendR NRP1 mod	bovine MsrA act
41	i	-1	-34	-3
42	i	0	4	-1
43	i	-2	4	-2
44	i	0	10	-2
45	nt	-3	-4	-2
46	i	-2	0	-2
47	i	1	-3	-6
48	i	2	-9	-3

(next part)
#	Molecule	MT1-MMP act inh	MsrA inh	FAS TE block	eLon inh	SKN-1 inh
49	CN(CC(=O)NCC(=O)Nc1ccc(F)cc1)C1CCS(=O)(=O)C1 (stereo not drawn)	-3	0.6	-7	-5	-5
50	COc1ccccc1OCc1ccc(C(=O)NCc2cccnc2)o1	1	0.0	-9	-3	-6
51	O=C(Cc1ccccc1)Nc1cc2c(cc1Cl)OCCCO2	-8	-0.7	2	-12	0
52	Cc1cc(C(=O)NCc2ccc(S(N)(=O)=O)cc2)c(C)o1	6	-0.7	-7	6	12
53	Cc1cc[n+](CC(=O)N2CCCc3ccccc32)cc1	3	0.8	3	-4	5
54	CCOC(=O)c1nnn(-c2nonc2-n2cccc2)c1-c1cccc([N+](=O)[O-])c1	-3	-0.4	17	11	-7
55	COc1ccc(CC(=O)Nc2nc(-c3cccnc3)cs2)cc1	-4	0.4	-6	-1	0
56	CCOC(=O)c1c(CSc2ccc(C)cc2)oc2ccc(O)cc12	-1	-0.4	25	8	9

#	Neddylation inh	Rin1 Abl inh	CendR NRP1 mod	bovine MsrA act
49	i	1	-9	-2
50	i	-2	6	-4
51	i	2	2	-2
52	i	1	-8	-4
53	i	0	-2	-3
54	i	1	9	-13
55	i	0	-8	-4
56	i	-1	3	-7

(list continues)
#	Molecule	MT1-MMP act inh	MsrA inh	FAS TE block	eLon inh	SKN-1 inh
57	CC(C)Oc1ccccc1OCCN(C)C	-2	-0.2	-11	2	1
58	O=S(=O)(c1ccc(Br)s1)N1CCN(c2ccnc3cc(Cl)ccc23)CC1	0	0.8	46	-5	10
59	CC1=C(C(N)=O)C(c2cccnc2)n2nc(-c3cccc(Cl)c3)nc2N1 (stereo not drawn)	5	-0.3	-1	4	17
60	COc1ccc(CN2C(=O)CCC2(C)C(=O)NC2CCCC2)c(OC)c1 (stereo not drawn)	0	-0.5	-9	-15	10
61	Cc1onc(-c2ccccc2Cl)c1C(=O)NC1CCCCCC1	-2	-0.3	-1	5	13
62	Cn1nccc1C(=O)Nc1ccc2c(c1)OCCO2	-1	-1.2	-6	-2	14
63	COc1ccccc1OCCC(=O)OCC(=O)NCc1ccc(Cl)cc1	2	1.1	4	8	5
64	O=C(NC1CCCC1)c1cc(COc2ccc3ncccc3c2)on1	-1	nt	-1	9	1

#	Neddylation inh	Rin1 Abl inh	CendR NRP1 mod	bovine MsrA act
57	i	0	-3	-4
58	i	-1	2	-5
59	i	0	13	-2
60	i	-1	11	-3
61	i	-1	-9	-3
62	i	-2	4	-3
63	i	-1	8	-3
64	i	1	16	-1
